AmpC det inh – inhibitors of E. coli AmpC beta-lactamase with detergent. P00811. purified AmpC, nitrocefin hydrolysis with detergent. Potency, µM (highest dose often 28.7 µM), for the others: at the highest dose activity change, negative = inhibition. 0.09% of 71,000 active; active = well fitted curve in the direction sought with a large enough effect
Target sequence (P00811 whole entry, looked up): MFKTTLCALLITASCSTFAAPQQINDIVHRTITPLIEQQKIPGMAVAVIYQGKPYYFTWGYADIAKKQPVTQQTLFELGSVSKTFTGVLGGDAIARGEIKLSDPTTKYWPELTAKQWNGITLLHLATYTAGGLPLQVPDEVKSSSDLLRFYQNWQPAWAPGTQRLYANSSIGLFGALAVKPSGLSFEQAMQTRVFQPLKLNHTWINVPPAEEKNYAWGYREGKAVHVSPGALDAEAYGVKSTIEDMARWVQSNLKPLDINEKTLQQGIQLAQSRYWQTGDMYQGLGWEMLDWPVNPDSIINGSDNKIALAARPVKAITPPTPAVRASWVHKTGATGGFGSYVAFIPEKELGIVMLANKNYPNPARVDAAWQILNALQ
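E. coli AmpC (5.3 nM) in 20 mM phosphate pH 7.0 with 0.01% Triton X-100, preincubated 15 min RT with compound; nitrocefin (2 uL of 800 uM stock) hydrolysis followed by 480 nm absorbance every 20 s over 4 min.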
Numbers without * were called inactive; & = joins results of further samples; [ ] = another dose, or the depositor's remark. % is set by controls: 0 for no effect and ±100 for the full control effect; potency is the fitted concentration of half-maximal effect. Only part of the results is shown; the hit share may differ from the screen's.

SMILES	AmpC det inh
Cn1c(C(=O)N2CCN(c3ncccn3)CC2)cc2c(=O)n(C)c3ccccc3c21	16%
N#Cc1nc(-c2ccc(Cl)cc2)oc1NCc1ccco1	-5%
COc1ccc2nccc(C(=O)O)c2c1	0%[12.8 µM]
CC1=C(C(=O)OC(C)C)C(c2cccnc2)n2ncnc2N1 (centres undefined)	8%
CC(=O)N1[C@H](Cc2ccccc2)C=C[C@]1(C)C(=O)NCc1cc(F)cc(C(F)(F)F)c1	12%
Cc1nc(N2CCN(C)CC2)c2c(C)c(C(=O)Nc3ccc(F)cc3)sc2n1	-4%
O=C(c1ccccc1-c1ccccc1)N1CCOCC1	-5%
c1ccc(CSc2nnc(-c3ccco3)n2Cc2ccccc2)cc1	-4%
Cc1onc(-c2ccccc2Cl)c1C(=O)Nc1sc2c(c1C#N)CCC2	7%
O=C(Oc1ccc(OC(=O)c2ccncc2)cc1)c1ccncc1	-4%
CC1(c2ccc3noc(-c4ccccc4)c3c2)OCCO1	-2%
O=C(C1CCN(S(=O)(=O)c2ccc3c(c2)OCCO3)CC1)N1CCc2ccccc21	12%
Cc1cc(=O)[nH]c(SCC(=O)N2CCC(C(N)=O)CC2)n1	-3%
OCCOc1ccc(C2=NCCO2)cc1	-3%
O=C(CSc1nnc(CNC(=O)c2ccccc2F)o1)NCC1CCCO1 (centres undefined)	2%
CCn1c(=O)c(=O)[nH]c2cc(C(=O)N3CCN(c4ccccc4F)CC3)ccc21	-3%
Cc1ccc(NC(=O)CC2NCCNC2=O)cc1 (centres undefined)	-6%
CCc1ccc2c(c1)c1nc(C)sc1n2CC	-5%
Cc1ccc(-c2c3c(=O)n(C)c(=O)n(C)c3c3c(C)cc(C)nn23)cc1	5%
Cc1c(NC(=O)c2c(F)c(F)c(F)c(F)c2F)c(=O)n(-c2ccccc2)n1C	13%
COc1ncc2nc(-c3cccs3)c(=O)n(C)c2n1	6%
O=C(NCc1cccs1)NC1CCCCC1	-6%
CCOCCCNC(=O)Cn1ncc2c(=O)oc3ccccc3c21	8%
COc1ccc(OC)c(NC(=O)CSc2nnc(Cc3cccn3C)n2-c2ccc(F)cc2)c1	12%
C=CCNC(=O)c1c(N)n(-c2cccc(S(N)(=O)=O)c2)c2nc3ccccc3nc12	-2%
Cc1cc(C)n2nc(C(=O)OCCOc3cccc(Br)c3)nc2n1	-2%
COc1ccc(-c2cc(C(=O)O)[nH]n2)cc1OC	-2%
CCc1oc2ccccc2c1C(=O)c1cc(Br)c(O)c(Br)c1	-9%[5.75 µM]
COc1cccc(OCC(O)CN2CCC(C)CC2)c1 (centres undefined)	-3%
COC(=O)c1[nH]c2ccc(C)cc2c1NC(=O)CCN1CCN(Cc2ccc3c(c2)OCO3)CC1	-4%
COc1ccc(Cl)cc1NC(=O)CN(C)C(C)C(=O)NCC1CCCCC1 (centres undefined)	-5%
CN(C)CCN1C(=O)c2oc3ccc(Cl)cc3c(=O)c2C1c1cccc(Br)c1 (centres undefined)	-5%
COc1ccc(NC(=O)N2CC[C@@]3(CCCN(C(=O)c4c(C)noc4C)C3)C2)cc1	1%
O=C(CCC1CCCCC1)Nc1ccccc1O	-6%
C(=N\c1nc2ccccc2n1CCN1CCCCC1)/c1ccc2c(c1)OCO2	-3%
COc1ccc(-c2cc(-c3ccc(OC)cc3)[nH]n2)cc1	-11%
O=C(NC1CCCC1)c1nc2c(nnn2Cc2cccc(Cl)c2)c(=O)[nH]1	-1%
COc1ccc(C(O)c2nc3ccccc3s2)cc1 (centres undefined)	-3%
C=C(C)c1ccc(C(C)(C)NC(=O)NCc2ccco2)cc1	-2%
CCc1nn2c(=O)cc(CSc3nc4sc5c(c4c(=O)n3C)CCCC5)nc2s1	-2%
C=CCNC(NC(=O)c1ccccc1)(C(=O)OCC)C(F)(F)F (centres undefined)	-5%
O=C(NCCCN1CCCCCC1)C1CC(=O)N(CCc2ccccc2)C1 (centres undefined)	-2%
COc1cccc(C2=NOC(C(=O)Nc3cccc(C(C)=O)c3)C2)c1OC (centres undefined)	-5%
COc1ccc(C(=O)Nc2ccc(S(=O)(=O)Nc3onc(C)c3C)cc2)cc1OC	-5%
CCNC[C@H](O)c1cccc(O)c1	0%[12.8 µM]
C[C@H](O)[C@H](O)[C@@H]1CNc2nc(N)[nH]c(=O)c2N1	-4%
COCCn1nnnc1SCC(=O)N1CCCCC1	2%
O=C(Cc1cccs1)Nc1ccc(Cl)cc1	-5%
CC(C)CN(Cc1cc2ccccc2[nH]c1=O)C(=O)c1cccnc1	-3%
CSc1nsc(SC)c1C(=O)OCC(F)(F)F	-1%
COc1ccc(-c2oc3ncnc(NCCCN4CCOCC4)c3c2-c2ccc(OC)cc2)cc1	-1%
COC(=O)c1cc2c(cc1Cl)SC(=NCCCN1CCOCC1)NS2(=O)=O	13%
Cc1ccccc1S(=O)(=O)Cc1ccc(C(=O)N2CCN(c3ccc(F)cc3)CC2)o1	-4%
CCOC(=O)c1sc(NS(=O)(=O)c2ccc(NC(C)=O)cc2)nc1C	4%
O=C(c1ncc[nH]1)c1ccccc1C(=O)N1CCOCC1	-3%
CCOC(=O)CSc1nnc2c(n1)C1(C)CCC2C1(C)C (centres undefined)	-7%
Cc1ccccc1-c1nc(CN2CCC(C(=O)N3CCC(C(N)=O)CC3)CC2)c(C)o1	6%
CN(C)c1ccccc1C(=O)c1ccccc1N(C)C	-6%
COCC(=O)N1CCC[C@@]2(CCN(C(c3ccccc3)c3ccccc3)C2)C1	2%
Cc1cc2c(=O)[nH]c(N)nc2nc1C	-5%[5.75 µM]

Reprinted at random: 8 records from the list, in no set order.
SMILES	AmpC det inh
O=C(C1CCN(S(=O)(=O)c2ccc3c(c2)OCCO3)CC1)N1CCc2ccccc21	12%
O=C(CSc1nnc(CNC(=O)c2ccccc2F)o1)NCC1CCCO1 (centres undefined)	2%
CC1(c2ccc3noc(-c4ccccc4)c3c2)OCCO1	-2%
COc1ccc(-c2cc(-c3ccc(OC)cc3)[nH]n2)cc1	-11%
Cc1cc2c(=O)[nH]c(N)nc2nc1C	-5%[5.75 µM]
CCOC(=O)CSc1nnc2c(n1)C1(C)CCC2C1(C)C (centres undefined)	-7%
OCCOc1ccc(C2=NCCO2)cc1	-3%
CCc1ccc2c(c1)c1nc(C)sc1n2CC	-5%

The listing continues:
SMILES	AmpC det inh
CC(C)CCNC(=O)COc1ccc2c3c(c(=O)oc2c1)CCC3	-1%
CCCCC(=O)Nc1cccc(-c2nnc(-c3ccccc3)o2)c1	-3%
CCC(Sc1ccc2nnc(-c3cccnc3)n2n1)C(=O)O (centres undefined)	9%
O=C(c1cc(S(=O)(=O)N2CCOCC2)ccc1F)N1CCCc2ccccc21	15%
O=C(CSc1nnc(-c2ccncc2)n1C1CCCCC1)Nc1cccc(O)c1	0%
COc1ccc(CNc2ncncc2-c2ccc(C(=O)N(C)C)cc2)c(OC)c1	1%
O=C(CCNC(=O)c1ccc(Br)o1)NC1CCCC1	-3%
COc1cc2ncnc(Nc3cccc(Br)c3)c2cc1OC	-3%
CCCn1cc(SCC(N)=O)c2ccccc21	10%
O=C(c1ccccc1)N1CCN(S(=O)(=O)N2CCCCC2)CC1	0%
Cc1ccc(-c2nc(CS(=O)CC(=O)NCc3ccccc3)c(C)o2)cc1 (centres undefined)	10%
CCCCCCS(=O)[C@H]1CS(=O)(=O)C[C@@H]1S(=O)CCCCCC (some centres undefined)	-1%
C1CCC(Nc2nnnn2C2CCCCC2)CC1	-1%
COc1ccc(N(CC(=O)NCc2ccco2)S(C)(=O)=O)cc1Cl	7%
CC(C)(C)NC(=O)Cn1nnnc1-c1nonc1N	10%
Cc1scc(C(=O)N2CCN(S(C)(=O)=O)CC2)c1-c1ccccc1	9%
CN(CP(=O)(O)CN(C)S(C)(=O)=O)S(C)(=O)=O	-2%
COC(=O)c1nnn(-c2nonc2N)c1CSCCO	-4%
CCOC(=O)CSc1nnc(-c2ccc(S(=O)(=O)N3CCOCC3)cc2)n1-c1ccccc1	-5%
CN(C)c1ccc(NC(=O)CN2C(=O)CC(c3ccccc3)=Nc3ccccc32)cc1	-2%
O/N=C/c1cccn1-c1ccc(O)cc1	8%
CCOc1ccc(OCCSc2nnnn2C2CCCCC2)cc1	-1%
CCN(CC)CCCNC(=O)c1cc2c(-c3ccc(Cl)cc3)nn(C)c2s1	14%
OC(COc1ccc(OCc2ccccc2)cc1)CN1CCCCC1 (centres undefined)	-2%
CC1CN(C(=O)N[C@@H](Cc2ccccc2)C(=O)O)CC(C)O1 (some centres undefined)	-1%
CN(C)c1ccc(CNC(=O)[C@@]2(C)C=C[C@@H](Cc3ccccc3)N2C)cc1	14%
CC(=O)Oc1ccc(C(=O)O)cc1OC(C)=O	16%
Clc1ccc(C2CC(c3ccccc3)Nc3ncnn32)cc1 (centres undefined)	7%
O=C(c1ccc(COc2ccc3c(c2)CCC3)o1)N1CCN(c2ccccc2)CC1	11%
c1ccc2c(c1)Cc1cc3ccccc3nc1-2	-2%
CC(=O)c1cccc(NC(=O)c2ccncc2)c1	4%
CCCCCCCCCCCCCCCC(=O)NCCO	-3%&-2%
CCOC(=O)c1cc(C)[nH]c(=S)c1C#N	-4%
N#Cc1ccccc1NC(=O)CSc1nccn1CCc1ccccc1	-2%
CC(C)NC[C@H](O)c1ccc2ccccc2c1	-3%
O=C1NC2=C(C(=O)c3ccccc32)C(c2ccccc2)N1 (centres undefined)	-2%
O=C(CCCNS(=O)(=O)c1cccc2nsnc12)NCc1ccc(Cl)cc1	-5%
O=C(CN1C(=O)COc2ccccc21)NCc1ccc(C(=O)O)cc1	1%
NC(=O)C1(N2CCCCC2)CCN(C2CC(=O)N(Cc3cccs3)C2=O)CC1 (centres undefined)	-4%
CCN(CC)C(=O)C1CCN(Cc2cccc(OCc3ccccc3)c2)CC1	-6%
CC(C)(C)C(=O)CCN1C(=O)C2(OCCO2)c2ccccc21	-1%
CC(C)N(Cc1nc(-c2ccccc2)no1)C(=O)CN(C)S(=O)(=O)c1ccccc1	-3%
O=C(CCn1nc(-c2ccccc2)ccc1=O)N1CCCC1	6%
Cc1nnsc1C(=O)Nc1ccccc1Cl	-7%
c1ccc(-c2csc(-n3cnnn3)n2)cc1	-1%
CCOc1ccccc1Nc1ccc(C(=O)O)cc1NC(C)=O	-5%
Cc1nn(-c2ccccc2)c(C)c1NC(=O)Cc1cccs1	4%
CC(=O)Nc1ccc(S(=O)(=O)N2CCN(c3cc(C)ccc3C)CC2)cc1	12%
O=C(Nc1ccc(N2CCOCC2)c(Cl)c1)c1ccco1	14%
CC(=O)N1CC2(C)CN(C(C)=O)CC(C)(C1)C2	-4%
CCc1c(C)nc2cc(-c3ccc(OC)c(OC)c3)nn2c1N1CCCC1	-4%
COCCn1c(=O)c(C)nc2cnc(Oc3cccc(Cl)c3)nc21	-3%
O=C(CCn1c(=O)c2ccccc2n(Cc2cc(=O)n3ccccc3n2)c1=O)NCc1ccco1	14%
CC(=O)Nc1ccc(S(=O)(=O)n2cnc3cc(C)c(C)cc32)cc1	7%
O=C(NCc1ccc2c(c1)OCO2)c1c(O)c2cccc3c2n(c1=O)CCC3	-1%
N#Cc1nc(COc2ccc(-c3ccccc3)cc2)oc1NCCCN1CCOCC1	-3%
CCOC(=O)c1cnn(-c2ccccc2)c1NC(=O)c1cccs1	6%
COC(=O)c1c(N2C(=O)CCC2=O)sc2c1CCCC2	10%
C[C@H](NC(=O)NCc1cccs1)C(=O)O	-3%
N#CCc1c(C#N)c(N)nc(N2CCN(S(=O)(=O)c3ccccc3)CC2)c1C#N	0%

Following part:
SMILES	AmpC det inh
COC(=O)N1CCC2(CC1)CN(C(=O)Nc1cccc(C#N)c1)C2	9%
Cc1cc(C)cc([N+](=O)[O-])c1	11%
CCOC(=O)CNC(=O)c1sc2nc(C)cc(C)c2c1N	-2%
COCCN1Cc2cccc(C(=O)Nc3cc(C)cc(C)c3)c2C1=O	1%
O=c1[nH]cnc2scc(-c3ccc(F)cc3)c12	-3%
NC(=NCCC[C@H](N)C(=O)O)N[N+](=O)[O-]	-2%
O=C(NCCCNC(=O)C(F)(F)C(F)F)C(F)(F)C(F)F	0%
CC(=O)c1cc(OC(=O)c2ccncc2)ccc1OC(=O)c1ccncc1	-4%
CCc1cc(C(=O)OC)c(NC(=O)CCC(=O)O)s1	-2%
CC(NC(=O)c1ccco1)c1ccc2c(c1)OCCO2 (centres undefined)	-7%
CCOC(=O)N1CCN(C(=O)c2cn(CC)c3ccc(S(=O)(=O)N4CCCC4)cc3c2=O)CC1	8%
Cc1ccc2oc(=O)c3cnn(CC(=O)N4CCCCCC4)c3c2c1	4%
COC(=O)c1ccc(Cn2nnc3ccccc3c2=O)o1	-4%

4 of the compounds above, with each value named:
CC(=O)c1cccc(NC(=O)c2ccncc2)c1
  AmpC det inh = 4%

CCCCCCCCCCCCCCCC(=O)NCCO
  AmpC det inh = -3%&-2%

CCOC(=O)c1cc(C)[nH]c(=S)c1C#N
  AmpC det inh = -4%

N#Cc1ccccc1NC(=O)CSc1nccn1CCc1ccccc1
  AmpC det inh = -2%

From PubChem BioAssay
